MEKK3 PB1 HTS: modulators of MEKK3-MEK5 PB1 binding, primary screen, biochemical, wildtype MEKK3, multiplex bead flow cytometry, Alexa488-MEK5; Mitogen-activated protein kinase kinase kinase 3 (Homo sapiens), Q99759; bead-based flow cytometry, Alexa488-MEK5 binding to MEKK3; actives lie on both sides; 0 = blocked by unlabeled MEK5, 100 = vehicle; binding response (% of control), % at 10 µM; 1.4% of 290,000 active; AID 1529, 2009;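 active means binding response more than 3 SD above or below the average of its plate-row segment, actives on both sides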;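 further: Alexa488 bead fluorescence after subtracting the streptavidin-only scavenger bead signal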
MEKK2 mut-MEK5: MEK5 binding signal on mutant MEKK2 PB1, primary screen, biochemical, multiplex bead flow cytometry, Alexa488-MEK5; AID 1530, 2009; Alexa488-MEK5 binding to MEKK2 mutant; 0.35% of 290,000 active; percent response, % at 10 µM; in the data active means percent response above about 24%, passing the limit was not always enough; further: inactives centre near 1; some results filed as inactive read as strong as hits; reference of the scale not given here
GPR7 antag: GPR7 receptor antagonists, primary screen, cell-based, fluorescence, single concentration | Neuropeptides B/W receptor type 1 (Homo sapiens), P48145 | AID 1861, 2009 | GPR7-expressing cells, fluorescence antagonist assay | 1.1% of 290,000 active | inhibition, % at 4.4 µM; in the data active means inhibition above about 16%, passing the limit was not always enough;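 further: cells stimulated with the agonist NPW; 0% = agonist with vehicle and 100% = vehicle without agonist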
OXTR ag: human OXTR agonists, primary screen, fluorescence, CHO-OTR cells, Fluo-8 calcium; Fluo-8 calcium fluorescence; normalized: DMSO 0%, oxytocin 100%; activation, % at 3 µM; 0.32% of 320,000 active;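 active means activation above the mean of all tested compounds plus 3 SD, cutoff set per screening run, cut at about 20% in these data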;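 further: peak over basal fluorescence ratio from a 100 s FLIPR kinetic read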
Target sequence (P30559 whole entry, looked up): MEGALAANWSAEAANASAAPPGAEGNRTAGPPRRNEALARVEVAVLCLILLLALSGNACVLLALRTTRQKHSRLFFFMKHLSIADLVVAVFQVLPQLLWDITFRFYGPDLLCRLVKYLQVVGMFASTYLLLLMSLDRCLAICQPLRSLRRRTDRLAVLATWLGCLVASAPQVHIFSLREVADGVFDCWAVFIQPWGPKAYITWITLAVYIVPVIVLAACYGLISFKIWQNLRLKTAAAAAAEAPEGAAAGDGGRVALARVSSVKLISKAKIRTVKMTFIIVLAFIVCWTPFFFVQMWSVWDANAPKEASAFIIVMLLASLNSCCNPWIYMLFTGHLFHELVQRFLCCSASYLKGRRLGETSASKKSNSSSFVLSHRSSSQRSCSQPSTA
V1aR counter: agonists of human V1a receptor, primary screen, counter-screen for OXTR agonist project, fluorescence, CHO-V1R cells; Vasopressin V1a receptor (Homo sapiens), P37288; Fluo-8 calcium fluorescence, agonist mode; 0% DMSO, 100% 3 nM vasopressin; activation, % at 3 µM; 0.25% of 320,000 active; AID 2797, 2010;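 active means activation above the mean activation of all tested compounds plus 3 SD, per screening run, cut at about 20% in these data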;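 further: signal is peak over basal fluorescence ratio across a 100 second FLIPR read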
GalR3 antagonist: GalR3 antagonists in HEK293 cells, primary screen, cell-based, fluorescence readout; Galanin receptor type 3 (Homo sapiens), O60755; AID 651719, 2012; 0.44% of 360,000 active; inhibition, % at 3 µM; HEK293 GalR3-CNG cAMP membrane potential fluorescence; galR3 body fused to GalR1 C-terminus;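 active means inhibition above the screen-wide average plus 3 SD, cut at about 13% in these data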;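 further: forskolin and galanin both at EC90 stimulate the cells; cAMP rise reported by CNG channel membrane potential dye signal; 0% = forskolin plus galanin with DMSO and 100% = forskolin alone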
Target sequence (O60755 1-299 limits assumed): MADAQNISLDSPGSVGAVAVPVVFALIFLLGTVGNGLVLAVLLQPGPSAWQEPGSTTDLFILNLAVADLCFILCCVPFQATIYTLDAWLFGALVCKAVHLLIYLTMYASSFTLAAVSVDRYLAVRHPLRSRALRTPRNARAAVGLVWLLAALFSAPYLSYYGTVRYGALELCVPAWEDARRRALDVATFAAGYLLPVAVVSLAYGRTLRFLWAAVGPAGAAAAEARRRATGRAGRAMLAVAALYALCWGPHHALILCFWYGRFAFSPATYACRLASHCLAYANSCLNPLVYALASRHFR
MEKK2 WT-MEK5: modulators of MEK5 binding to wildtype MEKK2, primary screen, biochemical, multiplex bead flow cytometry, Alexa488-MEK5; Alexa488-MEK5 binding to MEKK2 WT; actives lie on both sides; 1.1% of 290,000 active; binding response (% of control), % at 10 µM; in the data active means binding response below about 67% or above about 130%
NALP1 yeast inh: NALP1 inflammasome inhibitors in reconstituted yeast, colorimetric, S. cerevisiae, triplicate retest. 0.61% of 280,000 active. inhibition, % at 10 µM. S. cerevisiae NALP1/ASC/caspase-1 growth, X-gal OD620, 72 h; in the data active means inhibition mostly above about 24%, no sharp cut-off; inactive means mostly below about 32%; further: some compounds called inactive have numbers as strong as hits
PHOSPHO1 inh: PubChem AID 1565 | Phosphoethanolamine/phosphocholine phosphatase (Homo sapiens), Q8TCT1 | recombinant PHOSPHO1, absorbance phosphatase assay | inhibition, % at 13.3 µM | 1.1% of 290,000 active; in the data active means inhibition above about 60%
Target sequence (Q8TCT1 whole entry, looked up): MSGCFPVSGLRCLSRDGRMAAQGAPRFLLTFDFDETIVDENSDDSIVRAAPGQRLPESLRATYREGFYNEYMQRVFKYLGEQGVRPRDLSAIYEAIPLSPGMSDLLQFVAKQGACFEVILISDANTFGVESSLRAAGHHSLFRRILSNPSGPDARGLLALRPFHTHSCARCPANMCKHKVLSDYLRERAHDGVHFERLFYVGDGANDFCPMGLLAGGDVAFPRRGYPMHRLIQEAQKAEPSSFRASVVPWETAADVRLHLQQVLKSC
Starred values were filed as active, the others as inactive; · = not tested or not shown.

#1 CC(NC(=O)c1ccc(F)cc1)c1ccc(F)cc1 (configuration not stated)
#2 Cn1c(NCCN2CCOCC2)nc2c1c(=O)n(Cc1cccc(Cl)c1)c(=O)n2C
#3 Nn1c(SCC(=O)NCc2ccc3c(c2)OCO3)nnc1C1CC1
#4 CC1(C)CC2CC(C)(CN2C(=O)c2ccc([N+](=O)[O-])cc2)C1 (configuration not stated)
#5 CC1CCc2nc3sc4c(c3c(N)c2C1)CCCC4 (configuration not stated)
#6 COc1cc(SC)ccc1C(=O)NCCNC(=O)c1nonc1N

entry no.,1,2,3,4,5,6
MEKK3 PB1 HTS,98,102,92,84,88,102
MEKK2 mut-MEK5,-1,6,-3,-4,-3,-2
GPR7 antag,-5,-10,-5,-5,3,-2
OXTR ag,-0.6,1.9,0.5,-1.7,-1.9,1.4
V1aR counter,0.2,1.2,1.0,-0.3,4.0,1.8
GalR3 antagonist,1,-5,2,-5,5,-6
MEKK2 WT-MEK5,100,101,94,90,91,96
NALP1 yeast inh,25,1,8,-7,74*,-5
PHOSPHO1 inh,-4,6,16,47,-5,46

#7 CCOc1ccc(C(=O)Nc2ccc(NC(=S)NC(=O)CC)cc2)cc1Cl
#8 CC1CCN(C(=O)CN(C)S(=O)(=O)c2cccc3nsnc23)CC1
#9 Cc1ccc2nc(-c3ccc(SCC(=O)Nc4cc(C)on4)nc3)[nH]c2c1
#10 Cc1ccc(C(=O)N2CCCCCC2)cc1S(=O)(=O)N1CCOCC1
#11 CN(C)CCCNCCNC(=O)/C=N\O
#12 O=C(/C=C/c1ccco1)N1CCC(Cc2ccccc2)CC1

entry no.,7,8,9,10,11,12
MEKK3 PB1 HTS,95,111,105,97,94,104
MEKK2 mut-MEK5,10,4,4,-5,-5,-5
GPR7 antag,-5,0,11,-4,0,16
OXTR ag,-0.2,0.8,-2.5,0.9,0.6,-1.0
V1aR counter,-0.5,1.4,-1.1,1.6,-0.4,-0.9
GalR3 antagonist,-2,-5,-1,-4,2,-1
MEKK2 WT-MEK5,107,100,103,100,98,98
NALP1 yeast inh,24,1,8,7,-28,10
PHOSPHO1 inh,-9,28,-28,-9,26,48

#13 Cn1c(C(=O)NCCN2CCOCC2)cc2sccc21
#14 COc1cc(C(=O)N2CCN=C2c2ccccc2)cc(OC)c1OC
#15 Cc1ccc(C)c(N2CCN(c3ncccc3[N+](=O)[O-])CC2)c1
#16 CCOc1ccc(CSc2nc(C)cc(COC)c2C#N)cc1OCC
#17 O=C(N/N=C\c1ccc(F)cc1)c1cc(OCC(F)(F)F)ccc1OCC(F)(F)F
#18 COc1cc(/C=N/NC(=O)CSc2ccccn2)ccc1OC(C)C

entry no.,13,14,15,16,17,18
MEKK3 PB1 HTS,98,109,98,105,100,90
MEKK2 mut-MEK5,-2,7,1,2,-3,-20
GPR7 antag,-11,-7,-27,-13,-1,0
OXTR ag,0.5,-0.5,-1.7,-0.9,-2.1,-1.1
V1aR counter,0.4,0.7,-0.6,-2.3,-1.0,-0.6
GalR3 antagonist,-6,4,-11,-5,-4,-1
MEKK2 WT-MEK5,97,109,103,106,97,97
NALP1 yeast inh,3,-7,20,-3,-5,10
PHOSPHO1 inh,13,-3,20,11,16,36

#19 CCCn1nc2cc(C(=O)NCCc3ccc(C)cc3)ccc2c1OCC
#20 COC(=O)c1cc2sccc2n1Cc1nc(-c2ccc(Cl)cc2)oc1C
#21 Cc1ccc(C)c(C(=O)COc2ncnc3ccccc23)c1
#22 Cc1ccc(CCNC(=O)CC(C)CC2=NS(=O)(=O)c3ccccc3N2)cc1 (configuration not stated)
#23 O=c1c(CN2CCN(Cc3ccccc3F)C(CCO)C2)coc2ccccc12 (configuration not stated)
#24 O=C(Nc1ccnn1C1CCN(CC2CC=CCC2)CC1)c1ccccc1 (configuration not stated)

entry no.,19,20,21,22,23,24
MEKK3 PB1 HTS,97,102,112,99,106,101
MEKK2 mut-MEK5,-4,0,-1,2,10,-2
GPR7 antag,13,1,-7,-15,-8,8
OXTR ag,-1.6,0.0,-0.5,-1.0,-1.1,·
V1aR counter,-0.5,0.1,-0.2,0.2,-0.5,·
GalR3 antagonist,-4,0,-2,-6,-3,-5
MEKK2 WT-MEK5,96,101,107,100,105,104
NALP1 yeast inh,3,22,9,20,5,5
PHOSPHO1 inh,30,-8,43,13,39,26

#25 CNc1c(N)c(=O)oc2ccccc12
#26 O=C(NCNC(=O)c1ccccc1)c1ccccc1
#27 COC(=O)c1ccc(NC(=O)CN(Cc2ccc(Cl)cc2)S(C)(=O)=O)cc1
#28 c1cn(CCCNC2=NCCCCC2)cn1
#29 Cc1ccc2c(c1)c1ncnc(N3CCN(c4ccccc4)CC3)c1n2C
#30 Cc1ccc(OCCN2CCNCC2)c([N+](=O)[O-])c1

entry no.,25,26,27,28,29,30
MEKK3 PB1 HTS,81,99,99,97,108,109
MEKK2 mut-MEK5,-11,-2,5,1,11,7
GPR7 antag,-2,-2,-5,2,2,-5
OXTR ag,-0.7,0.0,1.2,0.8,-0.7,0.2
V1aR counter,-0.7,1.0,0.0,-0.6,-0.6,0.5
GalR3 antagonist,-4,1,-6,-1,0,-4
MEKK2 WT-MEK5,90,99,96,102,106,115
NALP1 yeast inh,1,7,3,10,-1,18
PHOSPHO1 inh,2,2,19,23,-6,2

Continued; it opens with the four that closed the last part.
#27 COC(=O)c1ccc(NC(=O)CN(Cc2ccc(Cl)cc2)S(C)(=O)=O)cc1
#28 c1cn(CCCNC2=NCCCCC2)cn1
#29 Cc1ccc2c(c1)c1ncnc(N3CCN(c4ccccc4)CC3)c1n2C
#30 Cc1ccc(OCCN2CCNCC2)c([N+](=O)[O-])c1
#31 O=C(Nc1ccc(NC(=O)c2ccc(S(=O)(=O)c3ccccc3)cc2)cc1)c1ccccc1
#32 COc1cc(/C=C(/C(=O)O)c2ccc(-c3ccccc3)cc2)cc(OC)c1OC
#33 CCCc1cc(=O)oc2c(C)c(OCC(=O)NCc3ccccn3)ccc12
#34 COc1ccc(C)cc1NC(=O)Nc1cccc(C(=O)O)c1
#35 COC(=O)C1=C(C)OC(N)=C(C#N)C1c1cc(OC)ccc1OC (configuration not stated)
#36 O=C(c1ccc(S(=O)(=O)N2CCCCCC2)cc1)N(c1ccccn1)C1CCCCC1

entry no.,27,28,29,30,31,32,33,34,35,36
MEKK3 PB1 HTS,99,97,108,109,·,103,101,93,96,79
MEKK2 mut-MEK5,5,1,11,7,·,3,2,-6,-4,-11
GPR7 antag,-5,2,2,-5,-15,1,-12,-5,-1,-4
OXTR ag,1.2,0.8,-0.7,0.2,1.0,-1.7,1.4,-0.7,0.6,-2.8
V1aR counter,0.0,-0.6,-0.6,0.5,0.6,-1.4,0.9,0.2,1.0,0.7
GalR3 antagonist,-6,-1,0,-4,-3,-9,-9,1,-5,-4
MEKK2 WT-MEK5,96,102,106,115,·,104,103,97,94,87
NALP1 yeast inh,3,10,-1,18,38,9,2,5,6,6
PHOSPHO1 inh,19,23,-6,2,10,32,38,34,48,28

#37 CSCC[C@H](NC(=O)OC(C)(C)C)c1nnc(SCc2cccc(F)c2)o1
#38 COCCCNC(=O)c1ccc([N+](=O)[O-])c(Cl)c1
#39 Cc1nc(C(=O)Nc2ccccc2)sc1C(=O)Nc1ccccc1
#40 CSc1c(C#N)c(N)nc2sc(C(=O)c3ccc(Cl)c(Cl)c3)c(N)c12
#41 CCCCC(CC)C(=O)N1CCN(C(=O)c2ccco2)CC1 (configuration not stated)
#42 COc1ccc(CNC(=O)N2CCN(c3ccccc3OC)CC2)cc1

entry no.,37,38,39,40,41,42
MEKK3 PB1 HTS,103,104,94,95,117,100
MEKK2 mut-MEK5,6,2,2,0,0,1
GPR7 antag,-1,0,-16,0,-4,0
OXTR ag,-0.6,-0.9,1.3,0.3,-0.5,1.3
V1aR counter,1.3,1.2,3.9,4.9,0.5,1.4
GalR3 antagonist,-5,-2,0,·,-7,-6
MEKK2 WT-MEK5,102,106,97,90,108,96
NALP1 yeast inh,-4,19,·,·,13,8
PHOSPHO1 inh,74*,-9,35,-73,35,27

#43 COc1ccc(C2c3[nH]c4ccccc4c3CCN2C(=O)c2ccc(=O)n(C)n2)c(F)c1 (configuration not stated)
#44 Cc1ccc(CN2CCN(CC(=O)N3CCc4ccccc4C3)C2=O)cc1
#45 CC(C)CC(=O)Nc1ccc(C(=O)Cn2c(=O)oc3ccccc32)cc1
#46 Cc1nc(NCC2CCCO2)c2nnn(Cc3ccccc3)c2n1 (configuration not stated)
#47 Cc1c(OCC(=O)NCCN2CCOCC2)ccc2c(-c3ccccc3)cc(=O)oc12
#48 Cc1cc(C)n(-c2ccc(C(=O)OCn3nnc4ccccc4c3=O)cc2)n1

entry no.,43,44,45,46,47,48
MEKK3 PB1 HTS,95,106,102,102,100,94
MEKK2 mut-MEK5,-7,14,5,3,2,-2
GPR7 antag,11,-2,-24,-8,6,3
OXTR ag,5.0,-1.1,3.2,-0.3,0.4,-1.6
V1aR counter,4.4,0.6,3.8,0.1,1.1,0.2
GalR3 antagonist,-2,·,-1,-7,0,2
MEKK2 WT-MEK5,88,108,99,102,103,95
NALP1 yeast inh,8,39,25,-31,3,-2
PHOSPHO1 inh,44,0,23,10,32,27

#49 O=C1CCN(Cc2ccccc2)CCN1[C@H](CO)c1ccccc1
#50 CC1=C(C(=O)N2CCOCC2)C(c2cc(C)ccc2C)NC(=S)N1 (configuration not stated)
#51 CCCCNC(=S)NNC(=O)c1cc(C2CC2)nc2ccccc12
#52 Cc1cc(C)c(S(=O)(=O)N2CCCC(C(=O)NC3CCCC3)C2)c(C)c1 (configuration not stated)
#53 CCOC(=O)CSC1=Nc2ccccc2C2=NC(CC(=O)NCc3ccccc3)C(=O)N12 (configuration not stated)
#54 COc1ccccc1NC(=O)CSc1nnc(Cn2c(=O)sc3ccccc32)n1C

entry no.,49,50,51,52,53,54
MEKK3 PB1 HTS,104,100,98,98,100,·
MEKK2 mut-MEK5,3,0,-2,1,-3,·
GPR7 antag,-2,-9,-8,-2,2,7
OXTR ag,0.9,-0.8,·,2.3,-0.8,-0.3
V1aR counter,1.1,-0.3,·,1.9,0.9,1.2
GalR3 antagonist,-7,-3,2,12,1,3
MEKK2 WT-MEK5,106,100,98,99,100,·
NALP1 yeast inh,18,12,2,12,14,-7
PHOSPHO1 inh,10,-27,18,20,18,19

#55 CCOc1ccc(C(=O)NC(C(=O)NCc2ccccc2OC)C(C)C)cc1 (configuration not stated)
#56 COC(=O)CSc1nnc(CNS(=O)(=O)c2ccc(Br)cc2)n1C
#57 O=c1c([N+](=O)[O-])c[nH]c2ccccc12
#58 CCNC1CCS(=O)(=O)C1 (configuration not stated)
#59 CN1C(=S)SC2CS(=O)(=O)CC21C (configuration not stated)
#60 Cc1cc(C(=O)OC(C(=O)Nc2ccc(C)c(Cl)c2)c2ccccc2)c(C)o1 (configuration not stated)

entry no.,55,56,57,58,59,60
MEKK3 PB1 HTS,110,100,135*,105,97,105
MEKK2 mut-MEK5,-7,7,0,-2,1,13
GPR7 antag,-6,-7,-7,-9,-14,-11
OXTR ag,-1.8,-0.3,-1.4,0.2,1.0,-0.1
V1aR counter,-0.8,0.5,-0.7,0.8,1.3,0.6
GalR3 antagonist,-4,-2,-3,-2,-3,-3
MEKK2 WT-MEK5,99,106,106,102,94,147*
NALP1 yeast inh,21,8,16,-26,1,20
PHOSPHO1 inh,6,34,3,28,-10,-30

From PubChem
